# Source: PubChem BioAssay
# HIF act = HIF pathway transcriptional activation; U2OS HRE-luciferase reporter, luminescence; normalized: DMSO 0%, desferrioxamine 100%; activation, % at 7.5 µM (by protocol); AID 1910; actives 0.32% (n = 300,000);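 active means mean activation of at least 10% of the iron chelator positive control signal, with at least half of replicates also reaching 10%; inconclusive means mean and replicate majority disagree about reaching 10%; inactive means mean and most replicates under 10%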
# aSyn 5UTR inh = 5' untranslated region of α-synuclein, MLPCN primary screen; alpha-synuclein 5'UTR reporter, inhibitor activity; inhibition, % (tested at 7.5 µM); actives 0.82% (n = 300,000); in the data active means inhibition above about 60%; inconclusive means no clear call, values can overlap the other calls;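 further: H4 neuroglioblastoma cells stably carrying SNCA 5'UTR luciferase fusion; 0% = DMSO wells and 100% = positive control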
# KLF5 inhibitor = kruppel-like factor 5 inhibition. inhibition, % at 5 µM. AID 1700. actives 0.23% (n = 290,000). DLD-1 KLF5 promoter-luciferase reporter, luminescence;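 active means inhibition above a per-plate limit of that plate's mean compound inhibition plus 3 SD, cut at about 60% in these data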;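 further: 0% = DMSO wells and 100% = LY294002 at 200 µM; higher means less KLF5 promoter-driven luciferase light; inactives centre near -14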
# Platelet DG rel = modulates dense granule release in human platelets | human platelet-rich plasma, SFLLRN dense granule ATP release, luminescence | AID 1663 | inhibition, %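 (compounds screened at 7.5 µM in platelet-rich plasma)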 | actives 0.22% (n = 300,000);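 active means mean replicate score, as percent of positive control, at or above 50; inconclusive means mean below 50 but at least one replicate at or above 50; inactive means mean and every replicate below 50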
# IEC-6 cytotox = counter-screen for KLF5 inhibitors: cytotoxicity in IEC-6 cells; IEC-6 cytotoxicity, luminescence viability; inhibition, % at 5 µM; actives 0.78% (n = 290,000); AID 1825; in the data active means inhibition above about 22%;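 further: 0% = plate median of test compound wells and 100% = cytotoxic reference compound wells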
# HSP90 inh = HSP90 refolding inhibition in rabbit reticulocyte lysate; actives 0.91% (n = 290,000); luciferase refolding luminescence, 3 h; inhibition, % at 5.6 µM;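 active means inhibition above the screen-wide mean plus 3 SD, computed separately per campaign, cut at about 16% in these data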;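 further: 0% = DMSO wells and 100% = 60 µM geldanamycin wells; inhibitors lower the luminescence because luciferase stays unfolded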
# HSF1 activator = increases HSF-1 driven luciferase reporter signal; activation, % at 9 µM; NIH3T3-HGL HSF-1 luciferase reporter, MG132, 8 h; 100% = twice DMSO control signal; actives 1.7% (n = 300,000);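 active means mean replicate activation of at least 50% with a set share of replicates each reaching 50%; inconclusive means only one of those two conditions met; inactive means mean below 50% and too few replicates reaching it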;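 further: 0% = median of the neutral control wells and 100% = twice that signal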
# HDAC3 inh = blocks human histone deacetylase 3; O15379; recombinant HDAC3, fluorogenic peptide/trypsin coupled, fluorescence; inhibition, % at 8.3 µM; actives 0.15% (n = 320,000); AID 2718; in the data active means inhibition above about 26%, passing the limit was not always enough; inconclusive means no clear call, values can overlap the other calls
# Target sequence (O15379 whole entry, looked up): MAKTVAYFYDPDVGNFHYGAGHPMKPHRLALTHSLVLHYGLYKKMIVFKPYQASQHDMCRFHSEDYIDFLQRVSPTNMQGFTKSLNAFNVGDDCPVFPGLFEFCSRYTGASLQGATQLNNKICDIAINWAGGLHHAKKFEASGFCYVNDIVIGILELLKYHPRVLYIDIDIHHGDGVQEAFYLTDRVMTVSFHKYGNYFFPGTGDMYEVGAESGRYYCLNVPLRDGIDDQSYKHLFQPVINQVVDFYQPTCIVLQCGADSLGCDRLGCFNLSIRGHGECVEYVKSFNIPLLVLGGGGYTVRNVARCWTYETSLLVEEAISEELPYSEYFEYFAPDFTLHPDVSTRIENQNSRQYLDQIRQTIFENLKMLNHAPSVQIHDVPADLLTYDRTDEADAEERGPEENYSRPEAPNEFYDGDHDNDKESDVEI
# AI-2 QS mod = modulators of Vibrio harveyi AI-2 quorum sensing system. Vibrio harveyi JMH597 AI-2 luminescence/OD600 ratio, 9 h; active compounds read low; strain lacks LuxN and CqsS sensors; 0 = neutral-control median. actives 0.4% (n = 300,000). AID 2094. activity change, % at 7.5 µM; in the data active means activity change below about -75%, passing the limit was not always enough; inconclusive means no clear call, values can overlap the other calls;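 further: luminescence divided by OD600 gain over 9 h not by final OD600 alone; inactives centre near 13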
# HSF1 inh = HSF1 inhibition; NIH3T3-HGL HSE-luciferase, MG132-induced, luminescence 8 h; active compounds read low; activity change, negative = inhibition, % at 7.5 µM (by protocol); actives 0.77% (n = 300,000); AID 2098;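 active means more than half of replicate wells show activity change below -50%, luminescence cut by over half; inconclusive means some wells, but at most half, below -50%; inactive means no replicate well below -50%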;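 further: luciferase reports HSF-1 transcriptional activity via heat shock element; 0% = median of DMSO wells and -100% = zero luminescence signal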
# * hit, by the source's call; ? = inconclusive; . = no result given. Not a hit list; overall some 5% were active at least once.
# Screens in order: HIF act	aSyn 5UTR inh	KLF5 inhibitor	Platelet DG rel	IEC-6 cytotox	HSP90 inh	HSF1 activator	HDAC3 inh	AI-2 QS mod	HSF1 inh
[1] O=C(O)CN1C(=O)/C(=C\c2cc(Br)ccc2OCc2ccc([N+](=O)[O-])cc2)SC1=S
→ 2.3	-11	2	7	2	-2	38	0	9	15
[2] COc1cc(/C=N/NC(=O)c2cncc(Br)c2)cc([N+](=O)[O-])c1O
→ -0.3	-2	4	-2	-4	2	-54	10	-202*	?
[3] O=C(NC1CCCCCCC1)c1cc([N+](=O)[O-])ccc1Cl
→ -0.9	-32	-11	1	-2	0	-28	9	16	-13
[4] CC1CCc2cc(F)ccc2N1C(=O)c1cccnc1 (centres undefined)
→ -11	-13	-34	-3	0	-2	-31	0	2	-18
[5] CCOC(=O)C1=C(C)N(C)C(=S)NC1c1ccccc1 (centres undefined)
→ 0.3	-1	-11	-4	2	-5	-6	-8	4	-2
[6] C=CCNC(=O)/C=C/c1c(F)cccc1Cl
→ 2.3	-57	-49	22	-9	-3	9	-3	9	-1
[7] O=C(CCNS(=O)(=O)c1ccc(Br)s1)N1CCCCC1
→ 0.5	-29	0	-7	4	2	-2	-7	34	-6
[8] O=C(O)CCC(CNS(=O)(=O)c1ccccc1)C(F)(F)F (centres undefined)
→ 0.5	4	-18	-2	0	-3	15	-2	3	2
[9] O=C(COC(=O)c1ccco1)NCc1ccc(Cl)cc1
→ -0.4	-19	-28	2	-2	-2	-12	5	7	-6
[10] CCCc1ccc(S(=O)(=O)N/N=C\c2ccc3c(c2)OCO3)cc1
→ -1.2	17	-31	10	4	0	-18	-2	-1	-2
[11] COc1ccc(OC)c(NC(=O)CCNC(=O)Cn2ccc3ccccc3c2=O)c1
→ 0.3	-3	13	-9	1	2	3	0	.	0
[12] Cc1ccc(S(=O)(=O)NC(c2ccccc2)C(C)C(=O)n2nc(C)cc2C)cc1 (centres undefined)
→ 0.0	0	6	-32	5	4	4	6	20	4
[13] O=C(CN(CC1CCCO1)S(=O)(=O)c1ccc(S(=O)(=O)NCC2CCCO2)cc1)Nc1ccccc1 (centres undefined)
→ -0.2	2	-11	2	-1	3	10	9	-5	-2
[14] S=C(Nc1ccc(Cl)cc1)NC1CC2CCC(C1)N2Cc1ccccc1 (centres undefined)
→ -0.6	-26	-32	0	7	4	9	-1	-23	-1
[15] Cc1ccc(S(=O)(=O)c2c(C)nn(C(C)(C)C)c2OC(=O)c2cccs2)cc1
→ -0.4	-26	-20	27	-1	0	8	12	7	4
[16] CCC(OC(=O)c1ccco1)C(=O)NCc1ccc(C)cc1 (centres undefined)
→ -0.6	4	-13	4	-5	-2	13	-3	-2	6
[17] CCOCCC(=O)Nc1cc(Cl)ccc1OC
→ -0.3	-2	-11	10	7	8	1	-4	11	-1
[18] CC1=NN(C(N)=S)C(=O)C1N=Nc1ccc(S(N)(=O)=O)cc1 (centres undefined)
→ 0.7	-9	-37	-1	1	1	17	-4	27	0
[19] O=C(CN(c1ccccn1)S(=O)(=O)c1ccccc1)N/N=C/c1cccc([N+](=O)[O-])c1
→ 0.1	-18	-12	7	2	-3	-4	3	10	-2
[20] O/N=C/c1ccc2ccccc2n1
→ 2.0	-79	-78	-1	-2	-6	13	-2	20	3
[21] COc1ccc(NC(=O)c2oc3ccccc3c2NC(=O)C(C)(C)C)cc1
→ 0.5	3	4	4	4	3	-8	1	15	-11
[22] Cc1cc(-c2n[nH]c(=S)n2/N=C/c2ccccc2[N+](=O)[O-])n[nH]1
→ 0.1	1	12	-4	2	-5	-29	10	32	-15
[23] CCOC(=O)c1cc(NC(=O)c2ccc(C)cc2)c(=O)oc1C(F)(F)F
→ 0.2	-19	-13	4	-4	-5	24	7	12	9
[24] COc1ccc(O)c(/C=N/NC(=O)c2cccc(N3CCCC3=O)c2)c1
→ 6.7	23	55	3	8	-2	-9	?	-5	-2
[25] COc1ccc(S(=O)(=O)NC2CC(=O)N(c3ccc(C)c(C)c3)C2)cc1 (centres undefined)
→ -0.1	4	.	8	.	.	17	-2	0	13
[26] Cc1cccc(OCC(=O)NNC(=O)CCCCC(=O)NNC(=O)COc2cccc(C)c2)c1
→ .	.	-23	.	9	7	.	2	29	.
[27] O=C(c1ccncc1)N1CCN(S(=O)(=O)c2cccc(Cl)c2)CC1
→ 1.1	-19	.	2	.	.	6	-8	20	-1
[28] O=C1NC(c2ccc(Cl)cc2)Oc2ccccc21 (centres undefined)
→ -1.5	13	2	-6	-11	-4	28	2	13	16
[29] O=c1c2cc(Cl)cc(Cl)c2nc2n1CCC2
→ -0.7	12	-30	18	-5	-3	5	-6	10	-4
[30] O=C(C1CC1)N1CCN(S(=O)(=O)c2ccc3c(c2)OCCO3)CC1
→ -0.4	-5	15	0	-1	-2	12	4	27	3

# By substructure: those above with a nitro group on carbon
# Screens in order: HIF act	aSyn 5UTR inh	KLF5 inhibitor	Platelet DG rel	IEC-6 cytotox	HSP90 inh	HSF1 activator	HDAC3 inh	AI-2 QS mod	HSF1 inh
[1] O=C(O)CN1C(=O)/C(=C\c2cc(Br)ccc2OCc2ccc([N+](=O)[O-])cc2)SC1=S
→ 2.3	-11	2	7	2	-2	38	0	9	15
[2] COc1cc(/C=N/NC(=O)c2cncc(Br)c2)cc([N+](=O)[O-])c1O
→ -0.3	-2	4	-2	-4	2	-54	10	-202*	?
[3] O=C(NC1CCCCCCC1)c1cc([N+](=O)[O-])ccc1Cl
→ -0.9	-32	-11	1	-2	0	-28	9	16	-13
[19] O=C(CN(c1ccccn1)S(=O)(=O)c1ccccc1)N/N=C/c1cccc([N+](=O)[O-])c1
→ 0.1	-18	-12	7	2	-3	-4	3	10	-2
[22] Cc1cc(-c2n[nH]c(=S)n2/N=C/c2ccccc2[N+](=O)[O-])n[nH]1
→ 0.1	1	12	-4	2	-5	-29	10	32	-15

# Next results:
no.	Molecule	HIF act	aSyn 5UTR inh	KLF5 inhibitor	Platelet DG rel	IEC-6 cytotox	HSP90 inh	HSF1 activator	HDAC3 inh	AI-2 QS mod	HSF1 inh
31	C/C(CC(=O)Nc1ccc(F)cc1)=N\NC(=O)c1ccccn1	4.3	-64	-185	-9	-1	-3	23	5	14	23
32	CSc1nc(C)cc(OCC(=O)N2CCOCC2)n1	-0.6	17	-10	-3	-3	-1	6	-3	29	-2
33	CC(NC(=O)c1cc(F)c(F)cc1Cl)C1CC2CCC1C2 (centres undefined)	0.0	2	-22	2	7	-2	8	1	9	-10
34	Cc1occc1-c1nnc(SCC(=O)Nc2ccccc2-c2ccccc2)n1C	-1.0	5	-9	-2	4	-2	-20	-1	15	5
35	COc1ccc(CN(C)C(=O)c2cccc(NS(=O)(=O)c3ccccc3)c2)c(OC)c1	-0.2	-2	-14	1	6	-4	-38	2	19	-23
36	COc1ccc(/C=C2/C(=O)OCc3cc(OC)c(OC)cc32)c(OC)c1	-0.4	4	10	9	4	-1	35	2	7	9
37	COc1ccc(Cl)c(NC(=O)NCCN2CCN(c3ccccc3)CC2)c1	-0.2	14	1	-2	7	4	5	5	23	2
38	O=[N+]([O-])c1ccc(-c2nnc(CNC3CCCC3)o2)cc1	-1.0	-10	-2	17	4	2	14	0	3	10
39	CCc1nnc(NS(=O)(=O)c2ccc(NS(=O)(=O)c3ccccc3[N+](=O)[O-])cc2)s1	-11	-21	10	-4	-3	0	8	0	26	-12
40	CCc1ccccc1OCc1nc2ccc(S(=O)(=O)N3CCOCC3)cc2[nH]1	-0.3	-8	5	0	3	7	4	4	-20	4
41	Nc1cc(=O)[nH]c(SCc2nnnn2-c2ccc(Cl)cc2)n1	-0.3	1	26	-3	1	-2	10	-3	16	2
42	CC1CCN(C(c2nnnn2CCc2ccccc2)C(C)C)CC1 (centres undefined)	-0.2	-4	-27	3	0	1	5	4	2	5
43	O=C(NCC1OCCCN1S(=O)(=O)c1cc(F)ccc1F)C(=O)NC1CCCCCC1 (centres undefined)	0.3	-16	-4	10	-2	4	14	-5	12	3
44	O=c1[nH]c2ccc(NC(=S)NC3CCCCC3)cc2[nH]1	-0.1	-16	-27	-1	8	0	13	7	13	-1
45	CCOC(=O)N1CCN(C(=O)c2ccc3c(=O)n(CCOC)c(=O)[nH]c3c2)CC1	-0.2	22	-4	6	-2	1	2	6	17	-7
46	CCS(=O)(=O)Nc1cc2c3c(c1)CCN3C(=O)CC2	0.4	-13	-14	-15	1	0	3	0	4	-1
47	COc1cccc(OC)c1C(=O)Nc1cc(C)nn1-c1nc2ccccc2[nH]1	0.6	-37	-8	-6	2	-4	-46	14	21	-32
48	COc1cc(OC)cc(C(=O)Nc2cccc3cccnc23)c1	-16	-25	1	-3	-4	-6	-4	4	1	-4
49	Cc1ccccc1NC(=O)COc1coc(CN2CCCc3ccccc32)cc1=O	0.7	27	.	.	.	.	-13	-5	15	-2
50	CCOC(=O)C1CCCN(C(=O)COc2ccc(N(C)S(=O)(=O)c3ccc(F)cc3)cc2)C1 (centres undefined)	-0.4	-16	-36	-3	4	0	8	2	49	1
51	CN(C)/C=C(\C=O)c1onc(-c2ccccc2Cl)c1C#N	0.8	-11	-19	7	-2	1	27	-4	0	-1
52	C=CCn1c(C)nnc1SCC(=O)Nc1nccs1	-0.1	-10	1	11	-5	4	-22	1	7	0
53	Cn1c(SCC(=O)Nc2cccc(O)c2)nnc1-c1ccc(S(=O)(=O)N2CCOCC2)cc1	-0.4	9	-22	-11	1	2	-9	4	2	4
54	Cc1ccc2c(c1)c1c3n2CCN(C(=O)CN2CCN(C)CC2)C3CCC1 (centres undefined)	1.7	-8	-13	-4	0	3	-9	-2	-5	-7
55	CC(=O)N(CC(=O)O)c1ccccc1C(=O)O	-0.2	-10	14	-8	-2	7	-11	?	11	-7
56	CCOc1ccc2nc(N3CCCC(C(=O)NCCCN4C(C)CCCC4C)C3)sc2c1 (centres undefined)	2.4	-56	-36	9	6	-6	4	-3	13	2
57	Cc1ccccc1OCc1occc1C(=O)Nc1cccc(-n2cnnn2)c1	3.0	-91	-12	-11	11	1	-1	-3	13	-5
58	CC(C)(C)c1ccc(C(=O)O)c(C(=O)c2ccccc2)c1	-0.4	-11	-9	2	-2	-2	-3	7	6	3
59	Cc1nn(-c2ccccc2)c(Cl)c1C(=O)Nc1c(C)n(C)n(-c2ccccc2)c1=O	0.2	-18	0	-13	2	-2	-1	5	8	-5
